Source: PubChem (several laboratories)
Tb hexokinase: Trypanosoma brucei hexokinase 1 inhibitors, primary screen, biochemical, G6PDH-coupled NADH absorbance, MLSCN library. hexokinase 1 [Trypanosoma brucei]. recombinant TbHK1, G6PDH-coupled NADH A340. inhibition, % at 10 µM. hit rate 0.11% among 220,000;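 active = inhibition of 50% or more in the single-dose primary screen; inactive = inhibition below 50%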
p97 inhibitor: inhibitors of human p97 ATPase, primary screen, biochemical | recombinant p97 ATPase, Kinase-Glo ATP luminescence, 3 h | hit rate 0.42% among 220,000 | inhibition, % at 8 µM | Transitional endoplasmic reticulum ATPase (Homo sapiens), P55072; in the data active = inhibition above about 15%;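 note: 0% = DMSO vehicle and 100% = wells lacking enzyme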
Target sequence (P55072 whole entry, looked up): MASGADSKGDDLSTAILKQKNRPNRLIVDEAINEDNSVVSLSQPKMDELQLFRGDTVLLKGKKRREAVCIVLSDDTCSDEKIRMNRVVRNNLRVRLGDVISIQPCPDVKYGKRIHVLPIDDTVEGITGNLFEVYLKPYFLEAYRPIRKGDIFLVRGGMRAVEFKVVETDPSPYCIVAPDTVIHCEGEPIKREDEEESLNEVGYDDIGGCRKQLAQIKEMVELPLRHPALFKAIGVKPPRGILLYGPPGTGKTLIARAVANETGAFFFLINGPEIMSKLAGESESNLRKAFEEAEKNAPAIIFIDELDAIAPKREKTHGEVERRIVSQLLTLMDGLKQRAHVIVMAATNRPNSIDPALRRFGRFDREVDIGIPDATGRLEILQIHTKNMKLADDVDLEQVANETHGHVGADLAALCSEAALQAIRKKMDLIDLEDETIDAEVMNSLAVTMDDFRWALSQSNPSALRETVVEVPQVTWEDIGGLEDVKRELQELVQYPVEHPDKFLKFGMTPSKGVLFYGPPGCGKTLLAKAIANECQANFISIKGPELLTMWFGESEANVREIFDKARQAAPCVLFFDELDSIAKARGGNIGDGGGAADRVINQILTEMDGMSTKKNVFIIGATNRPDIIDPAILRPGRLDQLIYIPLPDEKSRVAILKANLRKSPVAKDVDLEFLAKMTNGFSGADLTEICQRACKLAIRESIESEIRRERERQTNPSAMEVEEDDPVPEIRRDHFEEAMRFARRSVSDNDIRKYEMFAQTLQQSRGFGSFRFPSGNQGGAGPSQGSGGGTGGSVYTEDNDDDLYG
Runt-SMMHC FRET: inhibitors of RUNX1 Runt–CBFb-SMMHC binding, primary screen, biochemical, FRET, Cerulean-Runt, Venus-CBFb-SMMHC, uHTS. Runt-related transcription factor 1 (Homo sapiens) + Core-binding factor subunit beta …. Cerulean-Runt/Venus-CBFb-SMMHC FRET ratio 530/480, 1 h. inhibition, % at 20 µM. hit rate 0.74% among 220,000;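 active = mean inhibition across duplicate retests at 20 µM reaching about 50%, limit read from the data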;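 note: 0% = DMSO wells and 100% = wells with excess untagged CBFb-SMMHC; inhibitors lower the FRET ratio by blocking Runt binding to CBFb-SMMHC; some results filed as inactive read as strong as hits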
m-calpain inh: inhibitors of pig calpain II, primary screen, biochemical, fluorogenic peptide substrate, 1536-well. purified calpain II, 30 min. hit rate 0.37% among 220,000. inhibition, % at 16 µM. AID 1236, 2008;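 active = inhibition above about 50%, limit read from the data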
RBBP9 inh: human RBBP9 inhibitors, primary screen, biochemical, fluorescence polarization, FP-Rh probe, HTS; inhibition, % at 7.94 µM; recombinant RBBP9; hit rate 0.2% among 220,000; AID 1515, 2009; Serine hydrolase RBBP9 (Homo sapiens), O75884;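 active = inhibition above the campaign mean of all tested compounds plus 3 SD, cut at about 14% in these data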;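 note: plate controls were DMSO wells with RBBP9 for no effect and wells lacking RBBP9 protein for full effect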
Target sequence (O75884 whole entry, looked up): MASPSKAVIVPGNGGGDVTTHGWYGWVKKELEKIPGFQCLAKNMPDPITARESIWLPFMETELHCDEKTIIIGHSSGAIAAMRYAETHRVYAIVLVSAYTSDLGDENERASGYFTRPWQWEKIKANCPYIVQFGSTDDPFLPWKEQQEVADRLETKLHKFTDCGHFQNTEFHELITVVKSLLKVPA
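System: RBBP9 protein / Quantity: 2.5 µM RBBP9 dispensing solution, before mixing / Also added: Serine-hydrolase probe FP-Rh, 375 nM pre-mixing / Dosing: 7.94 µM single dose, 0.794% DMSO / Timing: enzyme-compound preincubation 30 min, then probe labeling 45 min, 25 °C / Signal: FP readout at 525/598 nm / Controls: DMSO-treated enzyme wells and wells lacking RBBP9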
EBV gp42 inh: Epstein-Barr virus gp42 inhibitors, primary screen, biochemical, uHTS, fluorescence polarization; Glycoprotein 42 (Epstein-Barr virus (strain AG876)), Q1HVG2; Fluorescence polarization binding assay, mP read-out; inhibition, % (tested at 21.74 µM); hit rate 0.42% among 220,000; in the data active = inhibition above about 50%
Runt-CBFb FRET: inhibitors of RUNX1 Runt–CBFb binding, primary screen, biochemical, FRET, Cerulean-Runt, Venus-CBFb, uHTS; Runt-related transcription factor 1 (Homo sapiens) + Core-binding factor subunit beta …; Cerulean-Runt/Venus-CBFb FRET ratio 530/480, 1 h; inhibition, % at 20 µM; hit rate 0.46% among 220,000; AID 1496, 2009;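 active = inhibition over about 50% at 20 µM in the single-dose screen, limit read from the data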;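 note: 0% = DMSO wells and 100% = excess unlabeled CBFb competitor control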
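Assay system: Cerulean-Runt domain fusion protein, energy donor; Signal: fluorescence energy transfer, 422 nm excitation, 530/480 nm emission; Timing: 1 h compound exposure, room temperature; Control set: unlabeled CBFb; Medium: Tris buffer pH 7.5 with salts and BSA; Compound: single test concentration of 20 µM, 1% DMSO final; Probe or stimulus: Venus-CBFb 100 nM.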
NCF1 inh: p47phox/p22phox peptide binding inhibitors, primary screen, biochemical, uHTS, NADPH oxidase regulatory subunit; AID 1274, 2008; hit rate 0.53% among 220,000; fluorescence polarization, 2 h; inhibition, % at 24.7 µM; Neutrophil cytosol factor 1 (Homo sapiens), P14598;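 active = inhibition above about 30%, limit read from the data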;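 note: 0% = p47phox with labelled peptide and 100% = labelled peptide alone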
Furin inh: human furin inhibitors, primary screen, biochemical, fluorescence intensity. purified furin, fluorogenic substrate cleavage. inhibition, % at 30 µM. hit rate 0.061% among 220,000; in the data active = inhibition above about 25%; note: inactives centre near -15
Starred values were filed as active, the others as inactive; . = not tested or not shown; [ ] = remark or other dose.

SMILES	Tb hexokinase	p97 inhibitor	Runt-SMMHC FRET	m-calpain inh	RBBP9 inh	EBV gp42 inh	Runt-CBFb FRET	NCF1 inh	Furin inh
CC(=O)c1cccc(NC(=O)c2ccc(S(=O)(=O)N3CCCCC3)cc2)c1	-0.3	-3.0	-2.9	1.0	-10.5	-14.1	1.1	-8.3	-2.0[20 µM]
CCNS(=O)(=O)c1ccc(NC(=O)Nc2ccccc2OC)cc1	-0.5	-3.2	2.5	8.3	-7.5	9.2	-1.7	-15.0	-7.5
CN(C)c1ccnc2sc(C(=O)c3ccccc3)c(N)c12	1.8	-2.8	39.2	21.5	8.4	-2.6	13.7	-9.9	6.1
CCCN(CCC)CCCNC(=O)CS(=O)Cc1nc(-c2ccc(OC)c(OC)c2)oc1C (stereo not drawn)	-7.6	-5.0	-1.1	-4.3	-8.2	-12.8	0.2	-6.1	-6.7
CC(=O)NC1=NN(C(C)=O)C(C)(CCS(=O)(=O)c2ccc(Cl)c(Cl)c2)S1 (stereo not drawn)	-3.8	1.1	0.7	-0.9	-8.2	3.0	0.7	-40.4	-20.3
CC1(C)NC(=O)N(CC(O)COc2ccc(N3C(=O)c4ccccc4C3=O)cc2)C1=O (stereo not drawn)	-2.5	1.1	-1.9	27.1	-7.3	-0.2	-0.7	-6.3	-21.8
COc1cc(C(=S)N2CCN(c3cccc(Cl)c3)CC2)ccc1O	-0.7	0.1	14.6	-7.8	-0.4	-20.8	41.3	-6.7	-26.1
CCCCc1nnc(NC(=O)C=C(C)C)s1	-0.2	-6.1	5.4	19.9	-12.0	6.3	-0.5	-2.6	-6.2[20 µM]
Cc1ccnc(SCc2cc(=O)c(OC(=O)c3ccc(Cl)c([N+](=O)[O-])c3)co2)n1	30.8	-3.9	-9.4	28.3	-6.6	-0.5	3.0	14.2	25.2*
C=CCn1c(C)cc(C2=NNC(=NC(C)(C)C)SC2)c1C	-23.3	-0.8	3.5	21.5	-1.0	8.3	-1.3	-6.6	-2.7
Fc1ccc(C2=Nn3c(Cc4ccccc4F)nnc3SC2)cc1	4.9	-2.1	-1.4	6.2	-1.2	-34.3	-2.1	-6.2	0.3[20 µM]
Cn1nc(NC(=O)CC23CC4CC(CC(C4)C2)C3)c2c(F)cccc21	-0.7	-10.9	1.3	1.1	-6.1	-2.3	-3.5	-9.9	3.2
CSc1ccc(CN2C(=O)NC3(CCCCCCC3)C2=O)cc1	1.9	0.2	-0.3	29.1	-3.4	-3.8	-1.0	-17.3	-25.1
CC1(C)CC(NC(=O)CC(c2ccccc2)c2ccccc2)CC(C)(C)N1	23.0	1.2	1.8	9.6	-5.1	-14.2	3.0	-2.1	-22.2[20 µM]
N#CC1(Cc2ccc([N+](=O)[O-])cc2)c2ccccc2C=CN1C(=O)c1ccccc1 (stereo not drawn)	-0.6	2.8	4.0	-9.3	-3.0	1.5	1.0	-0.8	-1.8[20 µM]
Cc1ccc(N2C(=O)c3ccc(C(=O)Nc4cccnc4)cc3C2=O)c(C)c1	-3.3	4.8	-3.9	22.0	-0.2	-3.6	-7.5	0.4	-22.6[20 µM]
N=c1sccn1CC(=O)Nc1ccc(S(=O)(=O)N2CCOCC2)cc1	-1.2	5.3	-0.7	12.5	-1.9	-30.6	-1.6	-25.4	-16.2
COc1ccc(-c2nc3c4ccccc4ccn3c2CN2CCCCC2)cc1	0.9	-3.0	2.3	1.5	4.0	0.6	-0.5	-2.5	-33.6
CC(=O)c1cn(CC(=O)Nc2c(C)cccc2C)c2ccccc12	1.3	-6.3	0.4	-6.3	-0.7	-15.5	.	-5.8	-0.5[20 µM]
COc1cccc(-c2ccc(SCC(=O)N3CCOCC3)nn2)c1	6.0	1.2	-1.2	17.5	0.6	-6.0	-2.3	-28.4	-15.0
O=C(Nc1ccc(N2CCOCC2)cc1)c1c(F)cccc1Cl	-2.7	8.8	1.6	-27.2	-4.7	-19.1	-0.6	-5.1	-2.2
S=c1[nH]nc(-c2cccc(Cl)c2)n1/N=C/c1ccco1	-5.7	0.2	15.3	9.9	-10.5	-4.1	17.6	-10.2	-17.5
COc1ccc(N=C(N)N=C(N)N)c(OC)c1	-4.6	3.5	-3.9	-3.7	-6.7	-9.9	-0.1	7.6	-8.2
O=C1CC(c2ccc(F)cc2)CC(O)=C1C=NCCN1CCN(C(=O)Nc2ccccc2)CC1 (stereo not drawn)	24.9	-0.3	0.4	-4.9	-8.3	-13.2	-3.0	-19.7	8.1
CCc1cc2c3c(c1)C1(C(=O)N3C(C)(C)CC2C)C(C#N)=C(N)N2C(=C1C#N)Nc1ccccc12 (stereo not drawn)	-14.3	9.1	4.7	-60.5	-11.6	-15.2	-0.7	-9.7	-3.8
Cc1cccc(NC(=O)c2ccc(-n3ccnc3)nc2)c1	0.6	5.7	-6.1	-28.3	1.7	-10.1	0.7	-21.0	-18.6
CCc1sc(C(=O)NC2CCN(C)CC2)cc1Br	0.2	3.4	-7.0	-20.1	-8.4	-12.0	-0.1	-6.2	-8.7[20 µM]
C=CCc1cccc2cc(C(=O)NC3CCCCC3)c(=O)oc12	-15.8	2.5	-2.6	12.1	1.8	-2.9	-1.7	3.0	-10.7
O=CC1=C(N2CCOCC2)/C(=C/c2ccc(Cl)cc2)CC1	-13.9	-0.8	-0.5	-7.1	-2.1	-9.9	3.1	-21.3	-25.3
COc1ccc2[nH]c(=O)c(CN(C(=O)COc3ccccc3)C(C)C)cc2c1	-23.7	-2.9	-0.7	-78.5	8.8	-11.9	-2.6	-4.5	-15.2
NS(=O)(=O)c1cccc(NC(=O)COC(=O)C2(c3cccc(F)c3)CCCC2)c1	29.5	-1.1	1.8	16.0	-9.1	9.0	0.5	-12.3	4.7
CCN1CCN(CCCNC(=O)c2ccc(/C=C3/Sc4ccccc4N(Cc4ccccc4F)C3=O)cc2)CC1	-5.8	-1.4	29.9	-138.6	-0.3	8.0	15.5	89.9*	-17.8
Cc1nnc(SCCn2c(N3CCN(Cc4ccccc4)CC3)nc3c2c(=O)[nH]c(=O)n3C)s1	-2.6	-5.5	2.3	8.9	-4.2	-12.5	-1.0	-9.6	-25.9
COc1cccc(C2C(C(=O)c3ccc(C)o3)=C(O)C(=O)N2CCCN(C)C)c1 (stereo not drawn)	1.2	3.0	.	.	-8.3	.	.	.	-25.0[20 µM]
C#CCOCCOCCOCCNc1nc(N2CCN(C(=O)[C@H](CCCCN)n3cc([C@@H](N)CO)nn3)CC2)nc(N2CCN(C(=O)[C@H](Cc3cc4ccccc4[nH]3)n3cc([C@@H](N)CO)nn3)CC2)n1	13.9	.	2.2	-5.4	.	6.2	1.7	38.9*	-14.4
Cc1ccc(Cl)cc1N1CCN(C(=O)CN2C(=O)c3cccc4cccc2c34)CC1	4.3	-4.8	-3.5	-168.0	-3.3	-37.9	-8.9	-18.6	-8.2[20 µM]
COc1cc(OC)cc(C(=O)N[C@H](C(=O)Nc2ccc(S(=O)(=O)N(C)C)cc2)C(C)C)c1	-8.1	5.0	-4.2	-17.6	-4.5	-6.3	-1.4	-5.7	-26.1
Cc1ccc(/C=C/C(=O)NCc2ccc(S(N)(=O)=O)cc2)o1	-13.3	7.2	5.6	-19.9	-8.8	-3.8	14.3	5.9	-9.5
CCOC(=O)c1cnc(Nc2nc3ccccc3o2)nc1CSc1nnc(C)s1	-18.8	2.9	.	.	1.3	.	.	.	-24.7[20 µM]
Cc1c(C(=O)c2ccccc2)c2ccccn2c1CCc1ccccn1	-1.7	-2.6	74.7	9.8	-5.9	-2.1	15.7	0.5	-23.7
Cc1ccccc1NC(=O)CSc1ccc(-c2ccco2)nn1	-2.2	3.4	12.8	-25.4	2.0	-17.3	17.7	-11.8	-22.9
Cc1oc(-c2ccccc2F)nc1CN1CCC(C(=O)NC2CCCCCCC2)CC1	-1.4	-5.5	2.4	-13.6	-3.7	-15.0	-1.3	-7.4	-26.3
COC(=O)c1sc(NC(=S)NC(=O)c2ccc(C)cc2)nc1C	-16.8	1.1	0.9	29.2	-9.6	-14.5	-0.1	-24.1	-11.8
CC(C)CCN1CCN(Cc2cccc3cccnc23)CC1CCO (stereo not drawn)	9.7	-3.4	1.9	30.5	-0.1	-2.8	-1.7	6.5	-6.4
O=c1oc2ccccc2c(Nc2ccc(O)cc2)c1[N+](=O)[O-]	-14.8	1.3	-1.9	-13.5	-6.7	-2.8	22.2	-3.4	-23.5[20 µM]
CC1CCN(c2nc(-c3ccc(F)cc3)cc(C(F)(F)F)n2)CC1	4.4	1.4	-2.3	-2.4	-3.2	-9.5	-2.6	-0.3	-20.7
CN(C)CCNC(=O)C(C(=O)c1ccc(F)cc1)n1ccccc1=O (stereo not drawn)	1.8	-0.1	-6.5	-28.1	0.0	-16.2	-2.6	-7.8	-14.5
CCC(=O)Nc1ccc(C(=O)CSc2nnc(-c3cccnc3)o2)cc1	2.6	7.0	-3.7	-31.8	-4.5	-2.4	1.0	-5.0	-17.6
O=C(NCCc1ccc(Cl)cc1)c1cccs1	11.9	-2.7	-3.2	10.2	-2.1	-6.3	-0.5	0.1	8.1
Cc1cccc(NC(=O)C2CCN(S(=O)(=O)c3cccs3)CC2)c1	-0.1	-1.4	-1.8	0.7	3.5	-17.5	1.2	-14.1	-11.8[20 µM]
COC(=O)c1ccccc1NC(=O)C1CCN(C(=O)c2cc(OC)cc(OC)c2)CC1	0.4	2.8	4.6	-20.2	-2.2	-2.0	0.8	-7.7	15.9[20 µM]
O=C(OCC(=O)c1ccc(Cl)s1)c1ccccn1	4.0	4.0	-1.4	-8.6	-4.6	-15.2	0.6	-15.9	-16.0
Cc1ccc(-c2csc3ncnc(N4CCN(C(=O)c5ccccc5)CC4)c23)cc1	-13.0	-9.8	-1.2	6.1	-4.2	-4.7	1.2	-9.7	-5.5[20 µM]

4 entries out of the list above, ordered by the number in NCF1 inh, ascending.
SMILES | Tb hexokinase | p97 inhibitor | Runt-SMMHC FRET | m-calpain inh | RBBP9 inh | EBV gp42 inh | Runt-CBFb FRET | NCF1 inh | Furin inh
O=C(OCC(=O)c1ccc(Cl)s1)c1ccccn1 | 4.0 | 4.0 | -1.4 | -8.6 | -4.6 | -15.2 | 0.6 | -15.9 | -16.0
Cc1cccc(NC(=O)C2CCN(S(=O)(=O)c3cccs3)CC2)c1 | -0.1 | -1.4 | -1.8 | 0.7 | 3.5 | -17.5 | 1.2 | -14.1 | -11.8[20 µM]
Cc1ccc(-c2csc3ncnc(N4CCN(C(=O)c5ccccc5)CC4)c23)cc1 | -13.0 | -9.8 | -1.2 | 6.1 | -4.2 | -4.7 | 1.2 | -9.7 | -5.5[20 µM]
COC(=O)c1ccccc1NC(=O)C1CCN(C(=O)c2cc(OC)cc(OC)c2)CC1 | 0.4 | 2.8 | 4.6 | -20.2 | -2.2 | -2.0 | 0.8 | -7.7 | 15.9[20 µM]
